# Screens as filed in PubChem.
# hcGAS inh – human cGAS inhibition; Q8N884; recombinant h-cGAS, ATP depletion, Kinase-Glo luminescence; inhibition, % at 12.5 µM; hit rate 0.081% among 290,000;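 further: 0% = vehicle reaction and 100% = reaction without DNA for no activity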
# Target sequence (Q8N884 whole entry, looked up): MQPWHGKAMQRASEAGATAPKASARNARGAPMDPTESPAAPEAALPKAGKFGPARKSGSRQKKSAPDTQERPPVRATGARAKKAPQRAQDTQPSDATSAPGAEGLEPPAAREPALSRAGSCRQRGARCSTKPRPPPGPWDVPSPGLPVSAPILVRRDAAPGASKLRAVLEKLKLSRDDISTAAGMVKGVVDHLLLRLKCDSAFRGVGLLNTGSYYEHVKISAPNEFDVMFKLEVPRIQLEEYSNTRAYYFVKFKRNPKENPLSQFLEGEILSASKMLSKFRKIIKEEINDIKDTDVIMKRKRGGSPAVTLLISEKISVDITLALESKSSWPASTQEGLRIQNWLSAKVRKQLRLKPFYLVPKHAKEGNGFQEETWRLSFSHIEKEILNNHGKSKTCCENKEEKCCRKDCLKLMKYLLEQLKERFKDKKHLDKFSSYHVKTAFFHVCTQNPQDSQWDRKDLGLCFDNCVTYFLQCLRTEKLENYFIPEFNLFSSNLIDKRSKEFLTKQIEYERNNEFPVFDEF
# mcGAS inh – inhibitors of mouse cGAS | Q8C6L5 | AID 1259399 | hit rate 0.15% among 160,000 | inhibition, % at 12.5 µM | recombinant cGAS, Kinase-Glo ATP depletion luminescence;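 further: 0% = negative control wells and 100% = reference inhibitor with no enzyme activity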
# NPYLR7 agonist – mosquito NPYLR7 agonism. HEK293T NPYLR7/Galpha15, GCaMP6s calcium fluorescence. activation, % at 10 µM. hit rate 0.15% among 270,000; in the data active means activation above about 40%;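 further: 0% = vehicle and 100% = reference agonist at the receptor; some compounds past the cut are filed as inactive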
# Starred values were filed as active, the others as inactive; x = no result given; & = joins results of further samples. Unless noted, no stated cut-off is given here; in the data, active means inhibition above about 40%; inactive means the rest.
smiles,hcGAS inh,mcGAS inh,NPYLR7 agonist
CC(C)C(C(=O)N1CCN(c2ccccc2)CC1)n1cnc2ccccc21 (stereo unspecified),1,x,-7
O=C(NCc1cccc(-c2ncc(-c3ccccc3)[nH]2)c1)c1c(F)cccc1F,-6,-8,3
CCC(=O)Nc1cccc(C(=O)N2CCC[C@H]2CO)c1,-6,-13,x
N#Cc1ccccc1S(=O)(=O)NCCc1ccc(F)cc1,-10,x,-15
CCOC(=O)Cn1c(C)c(Br)c(COC)c(C#N)c1=O,-3,-3,4
COCCNC(CC(=O)Nc1cccc(Cl)c1)C(=O)O (stereo unspecified),-9,x,0
CCCc1ccccc1N1C(=O)CSC1c1cccc(NC(=O)c2ccccc2C)c1 (stereo unspecified),-4,-4,5
O=C(NC1(c2cccc(Br)c2)CCC1)C1CC(=O)N(Cc2ccccn2)C1 (stereo unspecified),-7,x,1
COc1cccc(C(=O)Nc2ccc(C3SCC(=O)N3c3cccc(F)c3)cc2)c1 (stereo unspecified),2,-1,-17
N#Cc1c(Cl)nsc1NC1CCN(Cc2ccccn2)CC1,-5,x,-2
CCOC(=O)N1CCN(S(=O)(=O)c2ccc(F)c(C(F)(F)F)c2)CC1,-6,-3,6
COc1ccc(Cl)cc1-n1nc(C(C)C)nc1-c1ncn[nH]1,-8,x,14
CCCSc1nc(O)cc(=O)[nH]1,-4,x,1
CCN(CCO)c1ccc(Nc2cc(-c3ccc(OC)c(OC)c3)ncn2)cc1,-9,x,12
CCNC(=O)C1(C)CCCN1C(=O)c1cc(C)on1 (stereo unspecified),-7,-2,-7
COc1ccc(C2CC(=O)N(CC(=O)NCCc3ccccc3)c3ccccc3S2)cc1OC (stereo unspecified),-5,-4,-3
Cc1cccc(NC(=O)CNC(=O)CN(Cc2ccco2)C(=O)c2cccc3ccccc23)c1,-8,-4,24
COCCCN(CC(=O)N1CCc2sccc2C1COc1ccccc1OC)C(=O)c1cccs1 (stereo unspecified),-6,-4,-4
CCC(C(=O)N1CCN(CC(OCc2cccc(Cl)c2)c2cccc(OC)c2)CC1)c1ccccc1 (stereo unspecified),-5,-5,x
CCC1Cc2c(nc3c4c(nc(N5CCOCC5)c(C#N)c24)NC2(CCCCC2)N3)O1 (stereo unspecified),-5&0,x,4&2
COCCNC(=O)C(C1CCCC1)N1CCN(C(=O)c2ccccc2Cl)CC1 (stereo unspecified),0,1,-9
CCCN(Cc1csc(COc2ccc(OC)cc2)n1)C(=O)C1CC1,-5,-6,30
C=CCn1c(=O)c2c(nc3n(Cc4ccco4)c(C)cn23)n(C)c1=O,2,x,6
O=C(NCCSCc1cccs1)C1CCCN(C(=O)N2CCCC2)C1 (stereo unspecified),-13,x,18
CCCCC(CC)CNC(=O)Nc1ccc(CC#N)cc1 (stereo unspecified),-11,-14,-3
Cc1nc2scc(-c3cccc(NC(=O)Nc4ccccc4)c3)n2c(=O)c1C,-2,-9,-3
Cc1cc(C)n(C(=O)c2ccc(COc3cccc(Cl)c3)o2)n1,1,x,0
Cn1c(CNc2ccc([N+](=O)[O-])cc2)nc2ccccc21,-13,-1,8
CCCCCNc1nc2c(-c3cccc(Br)c3)nnn2c2ccccc12,-1,-1,-5
COc1ccc2c3c1CN(Cc1cccc(NC(C)=O)c1)CC3=CC(C)(C)CO2,-1,-3,2

# Two of the compounds above, with values under each structure:
# The line under a structure holds: hcGAS inh | mcGAS inh | NPYLR7 agonist
CCC(C(=O)N1CCN(CC(OCc2cccc(Cl)c2)c2cccc(OC)c2)CC1)c1ccccc1 (stereo unspecified)
    -5 | -5 | x
CCC1Cc2c(nc3c4c(nc(N5CCOCC5)c(C#N)c24)NC2(CCCCC2)N3)O1 (stereo unspecified)
    -5&0 | x | 4&2

# Quoted from the listing:
# For mcGAS inh, CCC(=O)Nc1cccc(C(=O)N2CCC[C@H]2CO)c1 reads -13
# For NPYLR7 agonist, O=C(NC1(c2cccc(Br)c2)CCC1)C1CC(=O)N(Cc2ccccn2)C1 (stereo unspecified) reads 1
# For mcGAS inh, Cn1c(CNc2ccc([N+](=O)[O-])cc2)nc2ccccc21 reads -1
# For hcGAS inh, CCOC(=O)N1CCN(S(=O)(=O)c2ccc(F)c(C(F)(F)F)c2)CC1 reads -6

# Continuation:
smiles,hcGAS inh,mcGAS inh,NPYLR7 agonist
CCOC(=O)c1nn(-c2ccccc2F)c(=O)c2c(NC(=O)C3CC3)scc12,4,-8,3
CC(C)C(C)N(Cc1ccco1)C(=O)c1ccc2nc[nH]c2c1 (stereo unspecified),-4,-11,2
Cc1nc2c(c(=O)n1C)CCN(C(=O)Cc1c[nH]c3ccccc13)CC2,-5,-7,-2
Cc1ccsc1-c1nccn1-c1ccc2n[nH]nc2c1,-12,x,10
COc1ccccc1OC1CN(Cc2cc(C)[nH]n2)C1,-5,x,27
NC(=O)C1CCN(c2csc3ccc(Cl)cc3c2=O)CC1,1,4,1
Cc1cc(C)c(C)c(SCc2cc(=O)n3[nH]cc(C#N)c3n2)c1C,-4,x,2
CCCn1c(N2CCN(Cc3ccc(C)cc3)CC2)nc2c1c(=O)[nH]c(=O)n2C,0,-5,1
Cc1cccc(Nc2ncccc2C(=O)NC(c2ccc(F)cc2)c2ccc(SCc3ccccc3)cc2)c1C (stereo unspecified),-3,-5,-6
OCC1(CCOc2ccccc2)CCN(Cc2ccccc2C(F)(F)F)CC1,-8&3,-12&1,22&-9
CCCCC(=O)N(CCOC)Cc1cccc(OS(=O)(=O)c2ccc(F)cc2)c1,-8,-4,-9
Cc1nc(SCC(=O)O)nc(N2CCCC2)c1C,-1,x,16
COc1ccc2c(c1)C1CC(C)(O2)N(C)C(=O)C1S(=O)(=O)c1ccc(C(C)(C)C)cc1 (stereo unspecified),-12,-6,8
Cc1ccc(S(=O)(=O)c2cnc(SCC(=O)Nc3ccccc3C)[nH]c2=O)c(C)c1,3,3,-1
CSCCCNC(=O)c1cccc(OC2CCN(S(=O)(=O)N(C)C)CC2)c1,0,-3,-1
CCCSc1nsc(SCCC)c1C(N)=O,-10,-4,4
COc1ccc(C2=N/C(=C/C=C/c3ccccc3)C(=O)O2)cc1Br,-4,-6,-7
CC1CCN(C(=O)c2cc(NC(=O)c3ccc(Cl)cc3)c(=O)n(C)c2)CC1,-4,-11,0
CC1CC(C)(C)CC2(C1)NC(=O)N(c1ccccc1)N2 (stereo unspecified),-6,-6,7
CC(C)(C)C(=O)C=c1[nH]c(=O)c(=Cc2ccsc2)s1,0,x,-4
CCc1sc(C(=O)NC(CC(C)C)C(=O)OC)cc1C (stereo unspecified),0,x,19
COc1cccc(C(O)CNC(=O)COc2ccccc2F)c1 (stereo unspecified),-15,x,4
Cc1nnsc1CN(C)Cc1ccc2cccc(O)c2n1,5,x,6
CN1CCC(C(=O)NCC(c2ccccc2)c2ccccc2)CC1=O (stereo unspecified),-4,-2,1
Cc1cc(C)c(C(=O)N2CCC(CC(=O)NCCC(C)N3CCCCCC3)CC2)[nH]1 (stereo unspecified),4,1,x
Cc1nnc(SCCNC2CCC3(CCNCC3)CC2)s1,-3,-15,13
O=C1OC(c2cc(F)c(F)cc2Cl)=N/C1=C\C=C\c1ccccc1,-7,-4,-8
Cc1cc(C)c2nc(C)cc(NC(=O)CN3C(=O)c4ccccc4C3=O)c2c1,-14,-10,2
Cn1ncc(C(=O)N2CCN(C3c4ccccc4CCc4ccccc43)CC2)c1Cl,-7,-7,19
O=C(NC(C(=O)N/N=C\c1ccccc1[N+](=O)[O-])c1n[nH]c(=O)c2ccccc12)c1ccccc1 (stereo unspecified),-5,-5,-9
CNC(=O)[C@@H]1CN2CCN(C(=O)NCc3ccccc3)C[C@@H]2[C@H]1c1ccccc1,-3,-8,9
COCc1cc(N2CCN(Cc3ccccc3)CC2)nc(SCc2ccc(C(=O)NCc3ccccn3)cc2)n1,-3,-8,-9
O=C(c1ccc(NCc2cccnc2)nc1)N1CCCC(c2ccccc2)CC1 (stereo unspecified),-10,-12,1
O=C(c1ccncc1)N1CCN(C(=O)c2ccccc2F)CC1,-8&-4,-8&-6,-4&5
CC(C)CCn1c2ccccc2c2nc3cc(OC(C)C)c(OC(C)C)cc3nc21,-6,x,4
O=C(Cc1c(Cl)cccc1Cl)Nc1ccc(C(=O)O)cc1,-2,x,0
CC(=O)NS(=O)(=O)c1ccc(NC(=O)c2csc(-c3cnccn3)n2)cc1,-7,x,-1
CN1CCN(c2ccc(F)cc2C(=O)Nc2ccccc2F)CC1,-2,x,2
NC(=S)Cc1nc2ccccc2s1,-1,x,-1
CC(NS(=O)(=O)N1CCOCC1)c1cc2ccccc2o1 (stereo unspecified),-4,-6,0
CCOCCOC(=O)CCSc1n[nH]c(=O)[nH]c1=O,2,1,-4
COc1ccc(CNC2CCSc3ccccc32)cc1O (stereo unspecified),-9,-6,1
Cc1nccn1CCCNC(=O)CC1C(=O)NCCN1Cc1ccccc1C(F)(F)F (stereo unspecified),6,-2,-1
CN(CCOc1ccc(C[C@H](Nc2ccccc2C(=O)c2ccccc2)C(=O)O)cc1)c1ccccn1,-6,-5,-5
O=C(Nc1ccc(F)cc1)c1cc(C2CC2)n(C2CCS(=O)(=O)C2)n1 (stereo unspecified),0,-4,2
Nc1ncc(-c2ccccc2)c(-c2ccc(OCc3ccccc3F)cc2O)n1,-2,-2,3
CN(CC(=O)N1CCCC1)C(=O)c1cc(-c2cccn2C)on1,-4,-6,x
CC1=NC(N2CCN(C)CC2)c2c(sc(C(=O)N3CCCC3)c2C)N1 (stereo unspecified),-2,x,2
CSc1nnc2c(n1)OC(c1cccnc1)Nc1ccccc1-2 (stereo unspecified),-11,-4,2
COc1ccccc1-c1nnc(SCCC#N)n1C,-18,-4,10
CNC(=O)CN1C(=O)C2C3C=CC(C3)C2C1=O (stereo unspecified),4,x,2
CC(NC=CC(=O)C(F)(F)F)C12CC3CC(CC(C3)C1)C2 (stereo unspecified),-5,x,0
CCC(C)NC(=O)C1=C(C)C(=O)OC12CCN(C(C)=O)CC2 (stereo unspecified),4,x,8
COc1cccc(-c2cc(C(=O)Nc3cccc4c3C(=O)c3ccccc3C4=O)c3ccccc3n2)c1,-6,-2,10
CCOC(=O)C1C2C=CC3(CN(Cc4cccs4)C(=O)C13)O2 (stereo unspecified),2,x,3
CC1=NOC(C)(CNC(=O)c2csc(-c3cccs3)n2)C1 (stereo unspecified),-2,-15,4
COc1ccccc1NC(=O)N(Cc1ccccc1Cl)CC1CC(c2ccccc2C)=NO1 (stereo unspecified),0,1,2
CCCNC(=O)C1(C)CCN(Cc2cccc3c(OC)cc(C(=O)OCC)cc23)C1 (stereo unspecified),-12,x,9
CNc1cnc(-c2ccccc2OC)cn1,1,x,2
Cn1c(=O)c2c(nc3n2CC(c2ccccc2)=NN3CCN2CCCCC2)n(C)c1=O,-5,-9,3

# The list continues:
smiles,hcGAS inh,mcGAS inh,NPYLR7 agonist
COc1ccc([C@@H]2Sc3ccccc3N(CCN(C)C)C(=O)[C@@H]2OC(C)=O)cc1,-1&-1&0,-5&4,-3&0&-10
Cc1ccc(CN(Cc2ccc(F)cc2)C(=O)CN(CCN2CCOCC2)C(=O)C2CCC2)o1,-4,-4,x
CC(=O)n1cc(/C=C2/N=C(c3ccccc3)OC2=O)c2ccccc21,-4,-4,-3
CC(NC1CCN(C)CC1)c1ccc(-c2ccccc2)cc1 (stereo unspecified),-2,0,-9
CCC(C)N(Cc1cc(Cl)ccc1OS(=O)(=O)c1ccc(NC(C)=O)cc1)C(=O)NC(C)C (stereo unspecified),-4,-3,6
O=C(CN1CN(c2ccccc2)C2(CCN(C(=O)Nc3ccc(Cl)cc3)CC2)C1=O)NCc1ccco1,-5,-4,20
O=C(Nc1ccc2c(c1)CN(Cc1ccc(F)cc1)CC2)c1ccccc1Cl,-6,x,11
CCCOc1cc(Nc2ccc(NC(=O)Nc3ccc(OC)c(OC)c3)cc2)nc(C)n1,-6,-6,1
Cc1ccc(S(=O)(=O)N(C)c2c(C)ccc(S(=O)(=O)NCCC(=O)O)c2C)cc1,-7,-8,-9
COCc1cc(C)nc(OCC(=O)N/N=C\c2ccc(N(C)C)cc2)c1C#N,-3,-6,-5
CSc1nc2ncc3c(=O)n(-c4ccc(F)cc4)ccc3n2n1,-5,x,3

# A stretch taken from the entries so far, for reference:
smiles,hcGAS inh,mcGAS inh,NPYLR7 agonist
CC(C)C(C(=O)N1CCN(c2ccccc2)CC1)n1cnc2ccccc21 (stereo unspecified),1,x,-7
O=C(NCc1cccc(-c2ncc(-c3ccccc3)[nH]2)c1)c1c(F)cccc1F,-6,-8,3
CCC(=O)Nc1cccc(C(=O)N2CCC[C@H]2CO)c1,-6,-13,x
N#Cc1ccccc1S(=O)(=O)NCCc1ccc(F)cc1,-10,x,-15
CCOC(=O)Cn1c(C)c(Br)c(COC)c(C#N)c1=O,-3,-3,4
COCCNC(CC(=O)Nc1cccc(Cl)c1)C(=O)O (stereo unspecified),-9,x,0
